Source: PubChem BioAssay (MTDP)
RNase H inhibition: RNase H inhibition, HIV 1 Gag Pol polyprotein, FRET biochemical assay, screening (AID 372). HIV-1 RT RNase H, FRET RNA/DNA substrate fluorescence; higher % means a stronger effect. one-dose inhibition, % at 10 µM; IC50 in µM for titrated hits. 0.77% of 100,000 active; in the data active = inhibition above about 50%
An asterisk follows results filed as active. The list is partial, so the mix of outcomes need not match the whole.

SMILES	RNase H inhibition
CCOc1ccccc1N(CC(=O)NC(C)(C)C)S(=O)(=O)c1ccccc1	0%
COc1ccc(/C=N/NC(=O)c2cc(-c3ccc4ccccc4c3)n[nH]2)cc1	8%
CCOc1cc(/C=C2\C(=O)NC(=O)N(c3ccc(Cl)cc3)C2=O)cc(Cl)c1OCC(=O)O	2%
c1csc(CNc2ccc(-c3nc4ccccc4s3)cc2)c1	4%
O=C(O)c1ccc(-c2ccccc2OC(F)(F)F)o1	0%
COc1ccc(C(=O)NC(=S)Nc2ccc3oc(-c4ccccc4Cl)nc3c2)cc1	13%
O=S(=O)(c1cccc2c(S(=O)(=O)N3CCOCC3)cccc12)N1CCOCC1	5%
O=C(Nc1ccc(F)cc1)Nc1nnc(SCc2ccc(Cl)cc2Cl)s1	47%
CCOC(=O)/C(C(N)=NCc1ccccc1)=C(\C)O	6%
COc1ccc(CCNC(=O)c2cccc3ccccc23)cc1OC	5%
Cc1cccc(-c2nnc(-c3cccc(C)c3)o2)c1	8%
CC1=NN(c2ccc(S(N)(=O)=O)cc2)C(=O)/C1=C\c1ccc(-c2ccc(Cl)cc2)o1	43%
COc1ccc(N2C(=O)c3ccccc3NC2c2ccccc2F)cc1 (centres undefined)	7%
CCOc1cc(/C=N/NC(=O)CN(c2cccc(Cl)c2)S(=O)(=O)c2ccccc2)ccc1OCc1ccccc1	15%
CCC1=NN(C(=O)c2ccncc2)C(O)(c2ccc(Br)cc2)C1 (centres undefined)	2%
Cc1cc(C)c(C(=O)c2ccc(C(=O)Nc3ccc(N(C)C)cc3)cc2)c(C)c1	19%
Cc1ccc(S(=O)(=O)N(CC(=O)O)c2ccc(Cl)cc2C)cc1	3%
COc1ccc(N(CC(=O)Nc2ccccn2)S(=O)(=O)c2ccccc2)cc1	3%
COc1ccc(CCN2C(=O)/C(=C\c3ccc(C(C)C)cc3)SC2=S)cc1OC	17%
CN1CCN(C2CC(=O)N(c3ccc(N4CCOCC4)cc3)C2=O)CC1 (centres undefined)	0%
CONC(=O)c1ccc(C(=O)c2cc(OC)ccc2OC)cc1	4%
O=C(COc1ccc(Cl)cc1Br)NCc1ccc2c(c1)OCO2	12%
N#CC1=C(N)OC2=C(C(=O)CC(c3ccccc3)C2)C1c1ccsc1 (centres undefined)	2%
CC(=O)NC1=NC(=O)/C(=C\c2ccc(-c3ccccc3[N+](=O)[O-])o2)S1	7%
C/C(CC(C)(C)Nc1ccccc1)=N\O	3%
CCN1C(=O)/C(=C2\SC(=S)N(NC(=O)c3ccccc3Cl)C2=O)c2ccccc21	4%
C/C(CC(=O)Nc1ccc(Nc2ccccc2)cc1)=N\NC(=O)c1ccccc1C	15%
CCCCc1n[nH]c2c1/C(=N\O)CC(C)(C)C2	13%
Cc1ccc(NC(=O)CSc2nc(C(F)(F)F)cc(=O)[nH]2)cc1	5%
N=C1/C(=C/c2ccccc2)C(=O)N=C2SC(c3ccccc3)=NN12	4%
C(=Nc1ccc(-c2ccc(N=Cc3ccccn3)cc2)cc1)c1ccccn1	7%
CC(C)c1ccc(NC(=O)c2ccc(N(C)C)cc2)cc1	9%
CC(=O)c1cccc(NC(=O)/C(=C\c2ccc(Br)cc2)NC(=O)c2ccc(C)cc2)c1	42%
CC1=CC(C)(C)N(CC(=O)c2ccc([N+](=O)[O-])cc2)c2ccccc21	25%
O=C(CSc1ncccn1)N/N=C/c1cccc2c1OCCO2	4%
Cc1ccc2oc(-c3ccc(N=Cc4cccc(C)c4O)cc3)nc2c1	15%
CCc1ccc(OCCNc2cc(N3CCCC3)ccc2[N+](=O)[O-])cc1	1%
CCCC(=O)Nc1ccc(O)c(-c2nc3cc(C)ccc3o2)c1	1%
O=C(Nc1cccc(F)c1)c1ccccc1F	0%
O=C(C1Cc2ccccc2O1)N1CCCCC1 (centres undefined)	0%
Cc1ccc(S(=O)(=O)NNc2ccccc2[N+](=O)[O-])cc1	6%
Cc1cc2[nH]c(=O)cc(-c3ccccc3)n2n1	5%
CCN(C(=O)c1cccc(C)c1)c1ccccc1C	0%
COc1cc(/C=C2\C(=O)N(c3ccc(S(N)(=O)=O)cc3)N=C2C)cc(Cl)c1O	27%
Cc1ccccc1C(=O)NNC(=O)C(=O)NC1CCCCC1	7%
C=CCSc1nnc2c(n1)OC(c1cccc(C)n1)Nc1ccccc1-2 (centres undefined)	5%
COc1cc(-c2noc(-c3ccccc3)n2)cc(OC)c1OC	6%
Cc1cccc(OCC(=O)Nc2cc(C(F)(F)F)ccc2Cl)c1C	17%
O=C(NC1CCCCC1)c1ccc([N+](=O)[O-])cc1	4%
Cc1cc(C)c2oc(-c3ccc(NC(=O)c4sc5ccccc5c4Cl)cc3)nc2c1	28%
Cc1ccc(-c2nc3c(cnn3-c3ccccc3)c(=O)o2)cc1	8%
O=C(Nc1ccc(O)c(-c2nc3ccccc3o2)c1)c1cccnc1	8%
CCOC(=O)C1=C(C)N=c2s/c(=C\c3cccc4ccccc34)c(=O)n2C1c1ccc(OC)cc1 (centres undefined)	14%
CC(NC(=O)c1cccc(Cl)c1)c1ccccc1 (centres undefined)	0%
O=S1(=O)N=C(N/N=C/c2ccccc2O)c2ccccc21	1%
O=C(c1ccc(Cl)cc1)N1N=C(c2ccc(F)cc2)CC1(O)C(F)(F)F (centres undefined)	19%
Clc1cccc(OCCCCCCN2CCCCC2)c1	0%
COc1ccc(N2C(=O)c3ccccc3NC2c2cc(OC)c(OC)c(OC)c2)cc1 (centres undefined)	0%
CCOC(=O)c1ccc(N2C(=O)C(=O)/C(=C(\O)c3ccccc3)C2c2ccccc2[N+](=O)[O-])cc1 (centres undefined)	16%
Cc1ccc(S(=O)(=O)Nc2cc(Cl)c(O)c(Cl)c2)cc1	20%
More compounds follow.
SMILES	RNase H inhibition
CCOc1ccc(/C=C2\N=C(c3ccccc3F)OC2=O)cc1	10%
CCC(C)OC(=O)C1=C(C)NC2=C(C(=O)CC(c3ccccc3)C2)C1c1ccccc1OCc1ccccc1 (centres undefined)	11%
CSc1ccccc1NC(=O)Cn1nc([N+](=O)[O-])cc1C	11%
Cc1cc(Nc2cccc(C(=O)O)c2)nc2ccccc12	5%
COc1ccc(CC(=O)Nc2ccc(Br)cc2)cc1OC	5%
COc1ccc(/C=C(\C#N)C(=O)Nc2ccc(F)cc2)c2ccccc12	9%
O=C(Nc1ccc(Cl)cc1)c1cccc2ccccc12	10%
Cc1cc(C)cc(NC2=C(Cl)C(=O)N(c3cc(Cl)ccc3Cl)C2=O)c1	13%
O=C(c1ccco1)N1CCN(Cc2ccco2)CC1	3%
CCc1ccc(OCCCCCCN2CCCCC2)cc1	11%
O=C(c1ccccc1)c1cccc(NC2=NS(=O)(=O)c3ccccc32)c1	10%
Cc1nn(CC(C)C)c(=O)n(CC(C)C)c1=O	5%
OCc1cccc(N=Cc2c[nH]c3ccccc23)c1	5%
Cc1cccc(NC(=S)NC(=O)COc2ccccc2)c1	7%
CC/C(=C/C(=O)c1ccncc1)Nc1ccc(OC)cc1	12%
CC(C)CC1C(C#N)=C(N)Oc2n[nH]c(-c3ccccc3)c21 (centres undefined)	7%
N#Cc1ccc(/C=N/NC(=O)c2ccccc2[N+](=O)[O-])cc1	22%
COc1ccc(CCNC(=O)CN(Cc2ccccc2)S(=O)(=O)c2ccc(Br)cc2)cc1	1%
CCOC(=O)C1=C(C)N=c2s/c(=C\c3ccc(OCC)c(OC)c3)c(=O)n2C1c1ccccc1Cl (centres undefined)	19%
CCOc1cc(/C=C2\SC(=S)N(CCS(=O)(=O)O)C2=O)ccc1O	13%
O=C(Oc1ccc(N(C(=O)c2ccccc2)S(=O)(=O)c2ccccc2)cc1Br)c1ccccc1	12%
O=C1C(=O)N(CCc2ccccc2)c2ccccc21	6%
O=C(O)c1ccc(Nc2nc(-c3ccccc3)c3ccccc3n2)cc1	7%
COc1cccc(/C=N\NC(=O)c2cc(C(C)(C)C)[nH]n2)c1	8%
CC(=O)Cc1oc2ccc(O)cc2c1[N+](=O)[O-]	20%
Cn1c(SC/C=C/c2ccccc2)nc2sc3c(c2c1=O)CCC3	2%
Oc1ccc(Br)cc1C=NN1CCN(C2c3ccccc3-c3ccccc32)CC1	9%
NS(=O)(=O)c1ccc(NC(=O)c2ccc(Oc3ccccc3)cc2)cc1	2%
COc1ccc(/C=N/Nc2cc(OC)ncn2)c(OC)c1	3%
COc1ccc(C(=O)Cn2c(NCCO)nc3ccccc32)cc1	0%
C=CCCC(C)(C#CCN(CC)CC)OC(C)=O (centres undefined)	15%
Cc1ccc(-n2nc3cc(C)c(NC(=O)c4ccco4)cc3n2)cc1	0%
CCOC(=O)c1c(C)n(CCOC(C)=O)c2ccc(OC(C)=O)cc12	6%
NC(=O)c1cc(NC(=O)c2cc(C(F)(F)F)cc(C(F)(F)F)c2)c(Cl)cc1Cl	3%
CC(=O)c1cccc(Oc2ncnc3sc4c(c23)CCCC4)c1	0%
C/C(=N\NC(=O)c1ccco1)c1cccs1	0%
C/C=C/C=N/Nc1nnc2c(n1)[nH]c1ccccc12	0%
CCCC(=O)Nc1cc(OC)ccc1OC	3%
COc1ccc(OC)c(NC(=O)CN(c2ccc(C)cc2)S(=O)(=O)c2ccc(F)cc2)c1	9%
Nc1nonc1-n1nnc(CN2CCOCC2)c1CN1CCOCC1	6%

Part of the list above, with bars between the fields.
Structure | RNase H inhibition
O=C1C(=O)N(CCc2ccccc2)c2ccccc21 | 6%
O=C(O)c1ccc(Nc2nc(-c3ccccc3)c3ccccc3n2)cc1 | 7%

Additional compounds follow.
SMILES	RNase H inhibition
O=C(Cc1ccccc1[N+](=O)[O-])Nc1ccc(OCc2ccccc2)cc1	10%
COc1cc(C=C2C(=O)N(C)C(=S)N(C)C2=O)c(Br)cc1O	12%
Cc1cc(C)nc(SCC(=O)N2CCCCC2)n1	0%
CC(C)C1/C(=N/O)CC(c2ccccc2)NC1c1ccccc1 (centres undefined)	8%
CCOc1ccc(N/C=C/C(=O)c2ccc(Br)cc2)c([N+](=O)[O-])c1	5%
CC(C)(C)N1C(=O)NC(=O)/C(=C\c2ccco2)C1=O	18%
CNc1nc(Nc2ccc([N+](=O)[O-])cc2)nc(OCC(F)(F)C(F)F)n1	0%
O=C(Nc1nc2ccccc2n1CCOc1ccccc1)c1ccc(F)cc1	0%
CCOC(=O)C1=C(C)N=c2s/c(=C\c3cc4c(cc3Br)OCO4)c(=O)n2C1c1ccc(SC)cc1 (centres undefined)	13%
CCCOC(=O)c1ccc(NC(=S)NC(=O)COc2ccccc2)cc1	5%
Cc1cc(C)c(S(=O)(=O)Nc2cc(Br)c3oc4c(c3c2)C(=O)CCC4)c(C)c1	16%
Cc1ccc(N2C(=O)NC(=O)/C(=C\c3ccc(-c4cc([N+](=O)[O-])ccc4C)o3)C2=O)cc1	13%
S=C(S)N(CCN(Cc1cccs1)C(=S)S)Cc1cccs1	11%
Cc1ccc(C=Nc2ccccc2C(N)=O)s1	9%
CCCCN1C(=O)/C(=C/c2ccc(OC)cc2OC)SC1=S	1%
CC(C)OC(=O)C(C)Sc1n[nH]c(=O)[nH]c1=O (centres undefined)	5%
Cc1cc(C)c(NC(=O)c2ccc([N+](=O)[O-])c(C)c2)c(C)c1	8%
COc1ccc(C)cc1NC(=O)Cc1cccc2ccccc12	4%
COC(=O)C1=C(O)CSC1=Nc1ccccc1	0%
O=C(NC(=S)NCc1ccco1)c1ccc(Br)cc1	15%

A second format for some results above.
canonical_smiles | RNase H inhibition
C/C(=N\NC(=O)c1ccco1)c1cccs1 | 0%
C/C=C/C=N/Nc1nnc2c(n1)[nH]c1ccccc12 | 0%
CCCC(=O)Nc1cc(OC)ccc1OC | 3%
COc1ccc(OC)c(NC(=O)CN(c2ccc(C)cc2)S(=O)(=O)c2ccc(F)cc2)c1 | 9%
Nc1nonc1-n1nnc(CN2CCOCC2)c1CN1CCOCC1 | 6%
O=C(Cc1ccccc1[N+](=O)[O-])Nc1ccc(OCc2ccccc2)cc1 | 10%
COc1cc(C=C2C(=O)N(C)C(=S)N(C)C2=O)c(Br)cc1O | 12%
Cc1cc(C)nc(SCC(=O)N2CCCCC2)n1 | 0%
CC(C)C1/C(=N/O)CC(c2ccccc2)NC1c1ccccc1 (centres undefined) | 8%
CCOc1ccc(N/C=C/C(=O)c2ccc(Br)cc2)c([N+](=O)[O-])c1 | 5%
CC(C)(C)N1C(=O)NC(=O)/C(=C\c2ccco2)C1=O | 18%
CNc1nc(Nc2ccc([N+](=O)[O-])cc2)nc(OCC(F)(F)C(F)F)n1 | 0%
O=C(Nc1nc2ccccc2n1CCOc1ccccc1)c1ccc(F)cc1 | 0%
CCOC(=O)C1=C(C)N=c2s/c(=C\c3cc4c(cc3Br)OCO4)c(=O)n2C1c1ccc(SC)cc1 (centres undefined) | 13%
CCCOC(=O)c1ccc(NC(=S)NC(=O)COc2ccccc2)cc1 | 5%
Cc1cc(C)c(S(=O)(=O)Nc2cc(Br)c3oc4c(c3c2)C(=O)CCC4)c(C)c1 | 16%
Cc1ccc(N2C(=O)NC(=O)/C(=C\c3ccc(-c4cc([N+](=O)[O-])ccc4C)o3)C2=O)cc1 | 13%
S=C(S)N(CCN(Cc1cccs1)C(=S)S)Cc1cccs1 | 11%
Cc1ccc(C=Nc2ccccc2C(N)=O)s1 | 9%
CCCCN1C(=O)/C(=C/c2ccc(OC)cc2OC)SC1=S | 1%
CC(C)OC(=O)C(C)Sc1n[nH]c(=O)[nH]c1=O (centres undefined) | 5%
Cc1cc(C)c(NC(=O)c2ccc([N+](=O)[O-])c(C)c2)c(C)c1 | 8%
COc1ccc(C)cc1NC(=O)Cc1cccc2ccccc12 | 4%
COC(=O)C1=C(O)CSC1=Nc1ccccc1 | 0%

Following part:
SMILES	RNase H inhibition
Cc1ccccc1OCC(=O)NNC(=O)C(C)(C)C	7%
COc1ccccc1Nc1nc(Oc2cccc(C)c2)nc(C)c1[N+](=O)[O-]	12%
COc1cc(/C=C2\SC(=S)N(CC(C)C)C2=O)ccc1O	19%
CCc1cccc(C)c1NC(=O)CSC(=S)N1CCCCC1	4%
COc1ccc(NC(=O)/C(C#N)=C/c2cc(C)n(-c3cc(C)cc(C)c3)c2C)cc1	2%
CCOC(=O)C1=C(C)N=C2SCCC(=O)N2C1c1ccccc1F (centres undefined)	10%
COc1ccc(C2C(C(C)=O)C(=O)CC(C)(O)C2C(C)=O)c(OC)c1 (centres undefined)	0%
CCc1ccc(NC(=O)c2cnccn2)cc1	3%
CCOc1cccc(NC(=O)/C(C#N)=C\c2cc(C)n(-c3ccc(N(C)C)cc3)c2C)c1	2%
CCOC12NC(=O)CC(=O)N1C(c1ccccc1)=CS2 (centres undefined)	1%
CCCCOc1ccc(NC(=O)c2cc([N+](=O)[O-])ccc2Cl)cc1	12%
